NPYLR7 agonist – mosquito NPYLR7 agonism; AID 1259423; 270,000 tested, 0.15% active; HEK293T NPYLR7/Galpha15, GCaMP6s calcium fluorescence; activation, % at 10 µM; in the data active = activation above about 40%;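 note: 0% = vehicle and 100% = reference agonist at the receptor; some compounds past the cut are filed as inactive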
mcGAS inh – inhibitors of mouse cGAS; Q8C6L5; recombinant cGAS, Kinase-Glo ATP depletion luminescence; inhibition, % at 12.5 µM; 160,000 tested, 0.15% active; AID 1259399;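 note: 0% = negative control wells and 100% = reference inhibitor with no enzyme activity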
hcGAS inh – inhibitors of human cGAS. Q8N884. recombinant h-cGAS, ATP depletion, Kinase-Glo luminescence. inhibition, % at 12.5 µM. 290,000 tested, 0.081% active. AID 1259398;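 note: 0% = vehicle reaction and 100% = reaction without DNA for no activity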
Target sequence (Q8N884 whole entry, looked up): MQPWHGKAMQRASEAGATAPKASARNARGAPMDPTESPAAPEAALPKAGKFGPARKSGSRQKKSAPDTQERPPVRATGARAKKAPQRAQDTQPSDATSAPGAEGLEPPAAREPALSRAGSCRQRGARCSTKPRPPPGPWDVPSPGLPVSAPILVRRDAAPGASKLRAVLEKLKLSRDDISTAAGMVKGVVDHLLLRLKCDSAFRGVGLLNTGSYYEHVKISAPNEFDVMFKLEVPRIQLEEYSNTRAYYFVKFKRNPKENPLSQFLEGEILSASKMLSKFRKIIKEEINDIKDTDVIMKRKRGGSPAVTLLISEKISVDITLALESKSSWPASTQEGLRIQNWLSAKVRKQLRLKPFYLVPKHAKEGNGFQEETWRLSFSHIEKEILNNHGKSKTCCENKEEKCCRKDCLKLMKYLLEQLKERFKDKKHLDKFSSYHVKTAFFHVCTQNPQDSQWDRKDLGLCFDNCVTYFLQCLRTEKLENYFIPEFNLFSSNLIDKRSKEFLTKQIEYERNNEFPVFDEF
* hit, by the source's call; · = no result given; & = joins results of further samples. Cut-off read from the data, not from the text of the source, unless noted: active = inhibition above about 40%; inactive = the rest.

entry | Structure | NPYLR7 agonist | mcGAS inh | hcGAS inh
1 | CC(=O)N(c1cccc(C(F)(F)F)c1)c1nc(C=O)c(Br)s1 | 5 | · | 0
2 | CC(C)(C)NC(=O)NC(=O)CNc1ccc(C(F)(F)F)cc1 | 6 | -10 | -8
3 | COc1cc(OC)cc(-c2nc(CC(=O)NC3CCCCC3)no2)c1 | 3 | · | -7
4 | CCOC(=O)Cn1c(=NC(=O)c2ccco2)sc2cccc(F)c21 | 4 | · | -3
5 | COc1ccccc1-c1nc2ccc(Br)cn2c1NC(C)(C)CC(C)(C)C | 14 | -9 | -9
6 | Cc1cccc(-c2ccc(NC(=O)C3CCN(C(=O)[C@@H]4C[C@H]4c4ccccc4)CC3)cc2)c1 | 13 | -15 | -5
7 | Cc1nc(-n2nc(-c3ccco3)cc2NC(=O)COc2ccc(F)cc2)[nH]c(=O)c1C | 0 | · | -2
8 | C#CCn1cnc2c(nnn2-c2ccc(C)c(Cl)c2)c1=O | -2 | -7 | -3
9 | Cc1cc2c(cc1O)NC(=O)CC2c1nccs1 (stereo not given) | 13 | -14 | -4
10 | CC1(C(=O)Nc2ccc(Cl)c(Cl)c2)CCN1C(=O)CCc1ccc(Cl)cc1Cl (stereo not given) | 1 | -3 | -6
11 | O=C(Cn1ccn2nc(-c3ccc(Cl)cc3)cc2c1=O)NCCc1ccccc1 | 6 | -8 | -9
12 | O=C1N=c2ccccc2=C1c1sc(=S)n(Cc2ccco2)c1O | 16&-7 | -4 | -9&-4
13 | CC(C)(C)NCC(=O)Nc1cc(F)cc(F)c1 | -9 | · | -6
14 | CN(CCOc1ccccc1)Cc1nc(N)nc(N)n1 | 9 | · | -14
15 | COC(=O)c1ccc(CN2CCN(c3ccc4c(c3)OCO4)C(=O)C2C)cc1 (stereo not given) | 2 | · | -7
16 | COCCNc1ccc2ncc(-c3cccc(N(C)C)c3)n2n1 | -5 | · | -3
17 | COCCSc1nc2c(c(=O)[nH]c(=O)n2C)n1Cc1ccccc1Cl | 2 | · | -8
18 | COCc1ccc(C(=O)N2CCCC(Nc3ccc(F)c(F)c3)C2)s1 (stereo not given) | 3 | · | -10
19 | COc1ccc(NC(=O)c2c[nH]c3c(c(C)nn3-c3ccccc3)c2=O)cc1 | 2 | -7 | -3
20 | CCOC(=O)c1ccccc1NC(=O)COc1cc(C)nc(N2CCC(C)CC2)n1 | -3 | -5 | -6
21 | CC1CCN(Cc2nnnn2CC(=O)N2CCN3CCCC3C2)CC1 (stereo not given) | 3 | · | -7&-1
22 | COc1ccc(C=NNC(=O)c2cc(-c3ccc(F)cc3)n[nH]2)cc1OC | 2 | · | -1
23 | COCCNC(=O)c1cn(C)nc1OC | 4 | · | -2
24 | Cc1ccccc1NC(=O)Nc1ccc(-n2nc(OCC(C)C)nc2-c2ccc3c(c2)OCO3)cc1 | 1 | -6 | -1
25 | Cc1ccccc1C1c2ccsc2CCN1CCC(=O)N1CCN(S(=O)(=O)c2cc(Cl)ccc2Cl)C(C)C1 (stereo not given) | 12 | -4 | -1
26 | CC(C)COCC(O)CN(Cc1ccsc1)CC1CCCO1 (stereo not given) | 21 | -5 | -3
27 | CCNS(=O)(=O)c1cccc2nonc12 | 4 | -3 | -2
28 | FC(F)(F)c1cc(-c2ccccc2)nc(NC2CCCC2)n1 | 0 | · | -1
29 | O=C(CCN1CCc2c(CN3CCCC3)cccc21)Nc1c(Cl)cccc1Cl | 6 | -16 | -8
30 | Cc1ccc(-c2nnc(SCc3nc(-c4ccccc4)no3)n2C)cc1 | 2 | -5 | -1
31 | O=C1C(=O)N(c2ncccn2)C(c2cccc(Cl)c2)C1=C(O)c1ccc(F)cc1 (stereo not given) | 1 | -9 | -4
32 | Cc1nn(Cc2n[nH]c(=O)n2[C@H](C)c2ccc(F)cc2)c(C)c1C | 2 | · | -2
33 | CCN(CC)S(=O)(=O)c1ccc(C)c(NCc2ccc(C#N)cc2)c1 | 19 | -16 | -8
34 | COc1ccccc1N1CCN(c2ccc(N)cc2C(=O)NCCCN2CCOCC2)CC1 | 8 | · | -4
35 | NC(=O)C(OC(=O)C1CCOCC1)c1ccc(F)cc1 (stereo not given) | 15 | -16 | -7
36 | COc1ccc(Cl)cc1-n1nnc(S(=O)(=O)c2ccc(C)cc2)c1C | -8 | -8 | -4
37 | CN1CCN2c3ccccc3Cc3ccccc3C2C1 (stereo not given) | -6&-4&-3&3 | -6&-3&-3 | -1&-2&-5&-6
38 | CSc1ccc(NC(=O)NC(C)c2nnc(SCc3ccccc3C)n2-c2ccc(C)cc2)cc1 (stereo not given) | 14 | -5 | -1
39 | CC1CCC(C(C)C)N(C(=O)c2ccn(C)c(=O)c2)CC1 (stereo not given) | 4 | · | -18
40 | O=C(c1ccc(F)cc1)N1CCCCC(S(=O)(=O)c2ccccc2)C1=O (stereo not given) | 22 | · | -3
41 | COCC(O)CN(CCN1CCOCC1)Cc1cccn1Cc1ccc(C(C)(C)C)cc1 (stereo not given) | -2 | -4 | -5
42 | O=C(C1CCCC1)N(Cc1ccccc1)CC1CC(c2ccc(Cl)o2)=NO1 (stereo not given) | -5 | 2 | -3
43 | COc1cccc(NC(=O)N2CCSC23C(=O)N(Cc2ccccc2C)c2ccc(OC)cc23)c1 (stereo not given) | -2 | -3 | -1
44 | C=C(C)CC1NC2CC(C)(C)C1c1c(Br)cccc12 (stereo not given) | -1 | · | -4
45 | COc1ccc(S(=O)(=O)N2CCOCC2)cc1NC(=O)CCNC(=O)NC1CCCCC1 | 8 | -7 | -6
46 | CCCCCc1ccc(C(=O)N2CCC3(CC2)NC(=O)c2ccc(Cl)cc2N3)cc1 | 19 | -8 | -2
47 | CCN1CCN(C(=O)CCN(CC(C)C)c2nc(-c3ccco3)nc3ccccc23)CC1 | 12 | -7 | 1
48 | CCOC(=O)C1CCCN(C(=O)c2csc(COc3cccc(C(F)(F)F)c3)n2)C1 (stereo not given) | -7 | -7 | -4
49 | Cc1cc(CN(C)c2ccc(C(=O)N3CCC(Cn4cccn4)CC3)cn2)n[nH]1 | 3 | · | -4
50 | Cc1[nH]cnc1-c1nccn1CCCN(C)C | 9 | -17 | -3

The list goes on.
entry | Structure | NPYLR7 agonist | mcGAS inh | hcGAS inh
51 | Cc1ccc(CNCCN(C)C)s1 | 1 | · | 1
52 | CC(C)=NOC1(c2ccccc2)OC(=N)C(C#N)=C1C(C#N)C#N (stereo not given) | 2 | · | -5
53 | OC12CC3C4CC5CC3C(C1)C(C5)C4C2 | -2 | · | 0
54 | O=C(Cc1cc(=O)n(-c2ncc(C(F)(F)F)cc2Cl)[nH]1)Nc1ccc2c(c1)CCC2 | 0 | · | -8
55 | COC1=C(OC)C(=O)C(C/C=C(\C)CC/C=C(\C)CC/C=C(\C)CC/C=C(/C)CC/C=C(\C)CC/C=C(\C)CC/C=C(\C)CC/C=C(\C)CC/C=C(\C)CCC=C(C)C)=C(C)C1=O | · | 2 | 1
56 | COc1cccc(-c2nc3c(OCc4ccccc4)cccn3c2NC2CCCCC2)c1 | 0 | -6 | 5
57 | Cc1cccc(C2c3cccn3-c3ccccc3N2C(=O)CN(C(=O)c2ccc(Cl)c([N+](=O)[O-])c2)C2CC2)c1 (stereo not given) | · | -5 | -7
58 | Cc1nc2ccc(NC(=O)Nc3ccnc4cccnc34)cc2o1 | -16 | · | -5
59 | O=C(c1cnnn1-c1ccccc1)N1CCCC1c1ccccn1 (stereo not given) | -5 | · | -7
60 | OC[C@H]1O[C@@H](c2nc(-c3ccc4[nH]ccc4c3)no2)[C@H](O)[C@@H](O)[C@H]1O | -3 | -8 | -6
61 | CCN(CC)P1(=Nc2ccc(C)c(C)c2)C(=C2N(C)c3ccccc3C2(C)C)C=NN1C (stereo not given) | 8 | · | -2
62 | CC(C)C(=O)Nc1cccc(-c2ccn[nH]2)c1 | 7 | · | -6
63 | CCOC(=O)c1cc(C2CC2)n(-c2ccc(C(=O)N3C(C)C=CC3C)cc2)n1 (stereo not given) | -3 | -6 | -6
64 | COc1ccc(CCC(=O)N2CCN(Cc3nnc(C4CC4)o3)CC2)cc1 | 4 | · | -8
65 | COc1ccc(-n2c(SCC(=O)Nc3ccc(C(N)=O)cc3)nc3c(c2=O)SCC3)cc1OC | 11 | -8 | -3
66 | CC(=O)N1CCC(N(C)Cc2csc(C(C)C)n2)CC1 | 0 | -12 | -7
67 | O=C(COc1ccc(F)cc1Cl)Nc1ccnn1C1CCCC1 | 0 | · | -16
68 | O=C1NCc2ccc(NCc3nc(Cc4cccc(Cl)c4)no3)cc21 | 5 | · | -8
69 | Cc1ccn(CC(=O)N2CCOC(Cc3cccc(C(F)(F)F)c3)C2)n1 (stereo not given) | 7 | · | -5
70 | O=C(C1CC1)N1CCCC(OCc2ccc(C(F)(F)F)cc2)C1 (stereo not given) | -9 | -4 | -5
71 | Cn1nccc1C(=O)N1C[C@H]2OC(=O)N(CCc3cccc(Cl)c3)[C@H]2C1 | 0 | · | -5
72 | COc1cc2c(N3CCN(C(=O)Nc4ccc(OC(C)C)cc4)CC3)ncnc2cc1OCCCN1CCCCC1 | -6 | · | 3
73 | CCOc1cccc2c1Oc1nc(-c3ccccc3)nc(SCC(N)=O)c1C2 | -7 | -6 | -6
74 | CN=c1scc(-c2ccc(CCNC(C)=O)c(F)c2)n1C | 1 | · | -2
75 | CN1CCN(Cc2nc3c(c(=O)n(C)c(=O)n3C)n2CCc2ccccc2)CC1 | 1 | · | -9

23 structures already listed, ordered by length of the SMILES, rising:
entry | Structure | NPYLR7 agonist | mcGAS inh | hcGAS inh
51 | Cc1ccc(CNCCN(C)C)s1 | 1 | · | 1
50 | Cc1[nH]cnc1-c1nccn1CCCN(C)C | 9 | -17 | -3
53 | OC12CC3C4CC5CC3C(C1)C(C5)C4C2 | -2 | · | 0
62 | CC(C)C(=O)Nc1cccc(-c2ccn[nH]2)c1 | 7 | · | -6
66 | CC(=O)N1CCC(N(C)Cc2csc(C(C)C)n2)CC1 | 0 | -12 | -7
74 | CN=c1scc(-c2ccc(CCNC(C)=O)c(F)c2)n1C | 1 | · | -2
58 | Cc1nc2ccc(NC(=O)Nc3ccnc4cccnc34)cc2o1 | -16 | · | -5
70 | O=C(C1CC1)N1CCCC(OCc2ccc(C(F)(F)F)cc2)C1 (stereo not given) | -9 | -4 | -5
68 | O=C1NCc2ccc(NCc3nc(Cc4cccc(Cl)c4)no3)cc21 | 5 | · | -8
52 | CC(C)=NOC1(c2ccccc2)OC(=N)C(C#N)=C1C(C#N)C#N (stereo not given) | 2 | · | -5
69 | Cc1ccn(CC(=O)N2CCOC(Cc3cccc(C(F)(F)F)c3)C2)n1 (stereo not given) | 7 | · | -5
56 | COc1cccc(-c2nc3c(OCc4ccccc4)cccn3c2NC2CCCCC2)c1 | 0 | -6 | 5
75 | CN1CCN(Cc2nc3c(c(=O)n(C)c(=O)n3C)n2CCc2ccccc2)CC1 | 1 | · | -9
49 | Cc1cc(CN(C)c2ccc(C(=O)N3CCC(Cn4cccn4)CC3)cn2)n[nH]1 | 3 | · | -4
63 | CCOC(=O)c1cc(C2CC2)n(-c2ccc(C(=O)N3C(C)C=CC3C)cc2)n1 (stereo not given) | -3 | -6 | -6
71 | Cn1nccc1C(=O)N1C[C@H]2OC(=O)N(CCc3cccc(Cl)c3)[C@H]2C1 | 0 | · | -5
61 | CCN(CC)P1(=Nc2ccc(C)c(C)c2)C(=C2N(C)c3ccccc3C2(C)C)C=NN1C (stereo not given) | 8 | · | -2
65 | COc1ccc(-n2c(SCC(=O)Nc3ccc(C(N)=O)cc3)nc3c(c2=O)SCC3)cc1OC | 11 | -8 | -3
54 | O=C(Cc1cc(=O)n(-c2ncc(C(F)(F)F)cc2Cl)[nH]1)Nc1ccc2c(c1)CCC2 | 0 | · | -8
72 | COc1cc2c(N3CCN(C(=O)Nc4ccc(OC(C)C)cc4)CC3)ncnc2cc1OCCCN1CCCCC1 | -6 | · | 3
60 | OC[C@H]1O[C@@H](c2nc(-c3ccc4[nH]ccc4c3)no2)[C@H](O)[C@@H](O)[C@H]1O | -3 | -8 | -6
57 | Cc1cccc(C2c3cccn3-c3ccccc3N2C(=O)CN(C(=O)c2ccc(Cl)c([N+](=O)[O-])c2)C2CC2)c1 (stereo not given) | · | -5 | -7
55 | COC1=C(OC)C(=O)C(C/C=C(\C)CC/C=C(\C)CC/C=C(\C)CC/C=C(/C)CC/C=C(\C)CC/C=C(\C)CC/C=C(\C)CC/C=C(\C)CC/C=C(\C)CCC=C(C)C)=C(C)C1=O | · | 2 | 1

The list continues.
entry | Structure | NPYLR7 agonist | mcGAS inh | hcGAS inh
76 | CCC(CNC(=O)c1ccccc1NC(=O)NC(C)C)c1ccccc1 (stereo not given) | -3 | · | -5
77 | O=C(c1ccc(F)cc1)N1CCC(CN2C(=O)CSC2c2ccccc2Cl)CC1 (stereo not given) | 24 | -5 | -2
78 | CC(NC(=O)CCc1nc2sc3c(c2c(=O)[nH]1)CCCC3)C1CC1 (stereo not given) | 4 | · | 1
79 | CCc1nc(CN2CCC(c3nnc4n3CCCCC4)CC2)c(C)[nH]1 | 4 | -10 | -5
80 | O=C1C=CC(=O)N1c1ccc(Cl)c([N+](=O)[O-])c1 | -5 | · | -2
81 | NC(=O)c1csc(N2CCCC3(CC2)CNC(=O)O3)n1 (stereo not given) | 10 | · | 1
82 | CC(=O)O/N=C1\C(=O)N(Cc2cc(Cl)ccc2Cl)c2ccc(Cl)cc21 | -4 | -9 | -6
83 | CN1CCN(C(=O)c2ccc(-c3cc4nc(NCc5cccnc5)n(C)c(=O)c4s3)cc2)CC1 | 2 | · | 4
84 | O=C1OCC(CO)(CO)N=C1NNc1ccc(Cl)cc1[N+](=O)[O-] | 6 | · | -8

Bioassay records as filed in PubChem.
